# Screening data: PubChem, National Center for Advancing Translational Sciences (NCATS)
# HT1080 IDH1KD tx: qHTS for induction of synthetic lethality in tumor cells producing 2HG: qHTS for the HT-1080-IDH1KD cell line; HT-1080 IDH1 knockdown viability, ATP luminescence, 48 h; Potency, µM (titrated, usually from 46.1 µM), for inactives: top-dose activity, negative = toxicity, most hits filed as cytotoxic; 360,000 tested, 2% active; AID 686971, 2013;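 note: potency is the fitted concentration of half-maximal effect; 0% = DMSO wells and -100% = cell-free medium wells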
#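 CellTiter-Glo luminescence after 48 h compound exposure at 37 degrees C of IDH1-knockdown HT-1080 cells in 5% FBS RPMI. %Activity scaled between DMSO wells and cell-free media wells, with curves fitted and assigned curve classes.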
# KB-3-1 tox: qHTS assay for MDR1-selective chemotherapeutics: Primary screen using the parental adenocarcinoma cell KB-3-1. AID 1347075, 2019. Potency, µM (doses to about 46.1 µM), for inactives: at the highest dose activity change, negative = cytotoxic, most hits filed as cytotoxic. 400,000 tested, 1.4% active. KB-3-1 viability, CellTiter-Glo ATP luminescence, 72 h; note: potency is the fitted concentration of half-maximal effect; % is set by controls: 0 for no effect and ±100 for the full control effect; nearly all actives have a fitted effect of over 60% in size
#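 Parental KB-3-1 adenocarcinoma cells in phenol-red-free DMEM with 10% FBS were pin-treated with compounds at several concentrations, incubated 72 h at 37 °C, and viability read by CellTiter-Glo luminescence; concentration-effect curves were fitted after normalization.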
# DRD3 agonist: qHTS of D3 Dopamine Receptor Agonist: qHTS; max activation, %; 410,000 tested, 0.58% active; AID 652048, 2013; D(3) dopamine receptor (Homo sapiens), P35462; D3R DiscoveRx beta-arrestin cells, luminescence, 90 min; in the data active = max activation above about 30%; note: 0% is about no effect; mostly tested at two doses, the higher about 12 µM
# Target sequence (P35462 whole entry, looked up): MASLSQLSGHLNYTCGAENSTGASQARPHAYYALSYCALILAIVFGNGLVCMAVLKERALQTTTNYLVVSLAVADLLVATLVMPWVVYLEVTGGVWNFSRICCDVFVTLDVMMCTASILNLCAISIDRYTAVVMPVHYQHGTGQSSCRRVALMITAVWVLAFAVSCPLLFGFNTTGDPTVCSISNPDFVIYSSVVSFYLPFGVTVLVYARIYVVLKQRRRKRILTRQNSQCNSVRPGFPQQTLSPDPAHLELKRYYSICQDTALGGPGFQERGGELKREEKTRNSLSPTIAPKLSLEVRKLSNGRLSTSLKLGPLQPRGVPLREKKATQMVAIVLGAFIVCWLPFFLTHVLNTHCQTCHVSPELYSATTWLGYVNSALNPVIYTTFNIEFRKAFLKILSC
#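 Agonist mode: compounds and dopamine controls were applied to plated cells for 90 min at 37 degrees C after an overnight attachment at 1500 cells/well. Luminescent read-out followed 30 - 60 minutes at room temperature with DiscoveRx detection reagent.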
# MCF10A rereplic: A quantitative high throughput screen for small molecules that induce DNA re-replication in MCF 10a normal breast cells; Potency, µM (highest dose often 46.1 µM), without a hit: at the top dose activity, positive = re-replication, usual class: activators; 350,000 tested, 2.9% active; MCF 10A DNA re-replication, Hoechst nuclear intensity, 48 h; AID 624296, 2012; note: potency is the fitted concentration of half-maximal effect; % of control where 0% means no effect; nearly all actives have a fitted effect of over 50% in size
# KB-V1 cytotox: qHTS assay for MDR1-selective chemotherapeutics: Primary screen using the drug-selected MDR subline cells KB-V1 | 400,000 tested, 3.4% active | Potency, µM (doses to about 46.1 µM), for inactives: at the highest dose activity change, negative = cytotoxicity, actives largely listed as cytotoxic | KB-V1 MDR cells viability, CellTiter-Glo, 72 h; note: potency is the fitted concentration of half-maximal effect; % is set by controls: 0 for no effect and ±100 for the full control effect; nearly all actives have a fitted effect of over 60% in size
#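 Following 72 h at 37 degrees C with compound, KB-V1 cell viability was read by CellTiter-Glo luminescence, medium being phenol-red-free DMEM plus 10% FBS; concentration-response parameters came from normalized, curve-fitted qHTS data.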
# HT1080NT lethal: qHTS for induction of synthetic lethality in tumor cells producing 2HG: qHTS for the HT-1080-NT fibrosarcoma cell line; 360,000 tested, 1.6% active; Potency, µM (series often up to 46.1 µM), without a hit: at the highest dose activity, negative = less viability, most hits filed as cytotoxic; HT-1080-NT fibrosarcoma viability, CellTiter-Glo ATP luminescence, 48 h;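 note: NT is the 2HG producing partner of a matched IDH1 knockdown line; potency is the fitted concentration of half-maximal effect; 0% = DMSO-treated cells and -100% = media-only wells without cells; nearly all actives have a fitted effect of over 55% in size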
#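 Read-out is CellTiter-Glo luminescence after 10 minutes at room temperature, following 48 hours' compound treatment of HT-1080-NT cells (750 cells/well, RPMI, 5% FBS, 37 degrees C).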
# HEK293 tox: qHTS of GLP-1 Receptor Inverse Agonists: Cytotox Screen. Potency, µM (highest dose often 38.3 µM), inactives show at the highest dose activity change, negative = inhibition, actives largely listed as inhibitors. HEK293 cAMP-luciferase reporter cells, luminescence, 24 h. 410,000 tested, 0.13% active;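 note: loss of luciferase light is scored as toxicity; potency is the fitted concentration of half-maximal effect; % is set by controls: 0 for no effect and ±100 for the full control effect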
#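 Step one: seed cells (200 cells/uL, DMEM with 10% Nu serum, 1% pen-strep). Step two: 12-hour incubation at 37 deg C. Step three: pin 23 nL compound, incubate 24 hr. Step four: add luciferase reagent, read luminescence 12 min later.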
# IL1B secr inh: qHTS for Inhibitors of Inflammasome Signaling: IL-1-beta AlphaLISA Primary Screen | THP-1 LPS/ATP IL-1B secretion, AlphaLISA, 16 h; active compounds read low | activity change, % at 57.5 µM | 360,000 tested, 4.7% active; in the data active = activity change below about -50%; inconclusive = mostly about -30% to -49%; note: % is set by controls: 0 for no effect and ±100 for the full control effect
#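 THP-1 cells pretreated 1 hr with compounds (up to 57.5 uM final), then stimulated with LPS (250 ng/mL final) plus ATP (1.25 mM final); secreted IL-1B measured by AlphaLISA after 16 hr, decreased signal indicating inhibition.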
# SW480 rereplic: A quantitative high throughput screen for small molecules that induce DNA re-replication in SW480 colon adenocarcinoma cells; Potency, µM (highest dose often 46.1 µM), inactives show top-dose re-replication activation, hits mostly activators; SW480 DNA re-replication, Hoechst DNA content imaging, 48 h; 340,000 tested, 1.8% active; AID 624297, 2012; note: potency is the fitted concentration of half-maximal effect; % of control where 0% means no effect; nearly all actives have a fitted effect of over 55% in size
#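 Treated cells incubate 48 hr (37 C, 5% CO2), are stained 40 min with Hoechst, and nuclear fluorescence is enumerated; a rise in nuclei with high DNA signal marks re-replication.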
# An asterisk follows results filed as active; i = inactive; ? = inconclusive; . = no result given; & = joins results of further samples; [ ] = remark or other dose. Unless noted, calls come from the whole dose curve; as a rule, active = well fitted curve in the direction sought with a large enough effect; inconclusive = small, poorly fitted or top-dose-only effect, or another doubt; inactive = no such curve, though single readings can be large; an effect the other way counts as inactive or inconclusive.
# The first 3 entries, to show the layout:
SMILES,HT1080 IDH1KD tx,KB-3-1 tox,DRD3 agonist,MCF10A rereplic,KB-V1 cytotox,HT1080NT lethal,HEK293 tox,IL1B secr inh,SW480 rereplic
Cc1ccc(C)c(S(=O)(=O)NC(C)C(=O)Nc2ccc(-c3nc4ccccc4s3)cc2)c1 (stereo not drawn),-19%,6%,51*,9%,-5%,-14%,-4%,1,13%
Cc1ccc(-c2noc(CN3CCC(C(N)=O)CC3)n2)cc1,?,-4%,0,-2%,0%,21%,7%,11,-7%
O=C(OC(C(=O)Nc1ccc(Cl)cc1C(F)(F)F)c1ccccc1)c1c(Cl)cccc1Cl (stereo not drawn),-16%,?,-3,5.8µM*,-31%,-7%,74%,0,3%

# Results, from the first entry:
SMILES,HT1080 IDH1KD tx,KB-3-1 tox,DRD3 agonist,MCF10A rereplic,KB-V1 cytotox,HT1080NT lethal,HEK293 tox,IL1B secr inh,SW480 rereplic
Cc1ccc(C)c(S(=O)(=O)NC(C)C(=O)Nc2ccc(-c3nc4ccccc4s3)cc2)c1 (stereo not drawn),-19%,6%,51*,9%,-5%,-14%,-4%,1,13%
Cc1ccc(-c2noc(CN3CCC(C(N)=O)CC3)n2)cc1,?,-4%,0,-2%,0%,21%,7%,11,-7%
O=C(OC(C(=O)Nc1ccc(Cl)cc1C(F)(F)F)c1ccccc1)c1c(Cl)cccc1Cl (stereo not drawn),-16%,?,-3,5.8µM*,-31%,-7%,74%,0,3%
O=C(Nc1cccc(O)c1)c1cc(-c2cccs2)on1,-11%,12%,-1,7%,1%,-7%,-3%,?,-5%
CC[C@]1(C(=O)OC)[C@H]2C(=O)N(C)C(=O)[C@H]2[C@H]2CN=C(SCc3ccc(Cl)cc3)N21,4%,7%,-8,4%,-6%,-2%,2%,0,?
COc1ccc2cc(S(=O)(=O)N3CCOCC3)ccc2c1,-6%,-5%,-2,-3%,-7%,-6%,-13%,16,7%
CCOC(=O)c1oc2ccccc2c1NC(=O)COC,4%,-6%,-7,-1%,?,0%,7%,-9,-2%
O=C(COc1ccccc1)N[C@@H]1c2ccccc2CC[C@@H]1O,7%,10%,-22,6%,2%,2%,13%,-4,-35%[inhibitor]
Cc1ccc(NC(=O)C2CCN(S(=O)(=O)c3cnc[nH]3)CC2)nc1,11%,-5%,-3,-3%,15%,16%,-26%,10,-4%
O=C(O)/C=C/c1ccc(S(=O)(=O)Nc2ccc3[nH]c(=O)[nH]c3c2)cc1,23%,10%,7,2%,11%,13%,6%,14,-6%
COc1cc(S(=O)(=O)Nc2ccc(C(=O)NCC(=O)O)cc2)ccc1NC(C)=O,14%,3%,10,0%,-1%,13%,1%,15,-6%
COc1ccc(NC(=O)CSc2nnc(Cc3ccccc3)o2)c(OC)c1,5%,-3%,1,-5%,1%,-4%,-11%,8,13%
CC(C)(C)C(=O)N1CCN(c2nc3ccccc3o2)CC1,9%,-3%,7,-16%,-5%,13%,-1%,-16,-28%[1.84 µM]
CC(C)c1nc(SCC(=O)NC2CCCC2)c2c(=O)n(C)c(=O)n(C)c2n1,8%,7%,-8,1%,-6%,16%,-8%,17,-12%
CCc1ccc(C(C(=O)NCc2ccc(F)cc2)N(C(=O)c2csnn2)C2CC2)cc1 (stereo not drawn),-17%,20%,1,15%,?,-27%,-5%,-8,4%
COc1ccccc1N1CCN(C(=O)c2sc3nc4n(c(=O)c3c2C)CCC4)CC1,0%,3%&4%,1&2,0%,-16%&2%,18%,5%&1%,-3,-6%
Cc1c(C(C)C)c(=O)n(-c2ccc(S(=O)(=O)NC3CCCCC3)cc2)n1C,-11%,?,1,?,?,-5%,-9%,-54*,-14%
COC(=O)c1ccc2c(c1)SC1=C(CCCC1=O)N2,-8%,-4%,-5,-1%,-3%,7%,0%,22,-7%
Cc1occc1C(=O)Nc1cnn(CCCC(=O)O)c1,2%,1%,-15,0%,8%,?,2%,38,-1%
COc1ccc(NC(=O)c2nc(S(C)(=O)=O)ncc2N(Cc2ccc(C)cc2)Cc2ccco2)cc1Cl,.,-11%,8,.,-10%,.,-14%,.,.
CC(=O)c1c(O)cc(=O)n(-c2ccccc2)c1-c1cccc2ccccc12,8%,-1%,-6,-2%,?,0%,6%,-1,-2%
Cc1oc(-c2cccc(Cl)c2)nc1CN1CCCC(C(=O)NCCc2ccc(Cl)cc2)C1 (stereo not drawn),.,1%,-21,.,0%,.,8%,.,.
Cc1nc2ccccc2c(=O)n1NC(=O)/C=C/c1ccc(Br)cc1,7%,15%,6,7%,-23%,11%,-1%,?,-4%
Cc1ccccc1NC(=S)N1CCOCC1,8%,0%,-2,1%,-19%,1%,2%,3,-1%
COc1ccc(CN2CCc3c([nH]c4ccccc34)C2)c(OC)c1C,15µM*,0%,-7,?,-23%,?,?,-89*,20%
# (further entries)
SMILES,HT1080 IDH1KD tx,KB-3-1 tox,DRD3 agonist,MCF10A rereplic,KB-V1 cytotox,HT1080NT lethal,HEK293 tox,IL1B secr inh,SW480 rereplic
COCCn1c(SCC(=O)NC2CCCCC2)nnc1-c1ccco1,7%,23%,-4,-3%,-21%,17%,-7%,1,-9%
COc1ccc(NC(=O)c2cc(-c3cc(F)ccc3OC)n[nH]2)c(OC)c1,?,0%,3,.,1%,-18%,-11%,.,.
COc1ccc(CNC(=O)Cn2cncn2)cc1OC,-5%,0%,3,10%,0%,-8%,?,10,0%
CC1CN(S(=O)(=O)c2ccc(C(=O)Nc3ccccc3F)cc2)CC(C)O1 (stereo not drawn),-9%,-7%,2,9%,-16%,0%,3%,-11,-19%
Cc1ccc(NC2CCCN(C(=O)c3cnc4ccccn4c3=O)C2)cc1C (stereo not drawn),20%,7%,3,0%,-3%,12%,-4%,0,1%
Cc1cccc(NC(=S)N2CCN(S(=O)(=O)c3ccc(F)cc3)CC2)c1,6%,5%,1,23%,-3%,8%,?,-9,-3%
COCCN(C(=O)CSc1nc2ccccc2o1)c1c(N)n(Cc2ccccc2)c(=O)[nH]c1=O,0%,3%,-1,0%,?,0%,-8%,-1,1%
Cc1nc2c(c(C)c1CCC(=O)NCc1ccc(Cl)cc1)c(=O)n(C)c(=O)n2C,.,2%,-4,.,5%,.,-5%,.,.
CC(=NC1CCCCC1)C1=C(O)c2ccccc2C1=O,-9%,4%,1,4%,?,4%,-40%,-17,1%
CC(=O)N1c2ccc(S(=O)(=O)N3CCCC(C(=O)Nc4ccc(C)cc4C)C3)cc2CC1C (stereo not drawn),4%,?,2,5%,-6%,15%,-14%,37,-1%
CCOc1ccc2nc(-c3ccccc3)[nH]c2c1,9.2µM*,?,-9,5.2µM*,-4%,8.2µM*,?,-3,18µM*
CC(=O)Nc1ccc(S(=O)(=O)Nc2nc3ccccc3nc2Sc2nncn2C)cc1,24%,8%,0,-19%,1%,1%,0%,33,12%
CCc1nn(CCCC(=O)N(C)Cc2ccccc2)c(=O)c2cc3occc3n12,9%,8%,2,-2%,-13%,9%,-5%,5,-7%
CC(C)NC(=O)c1cc(C2CCCCN2C(=O)CCCc2ccccc2)on1 (stereo not drawn),4%,0%,10,.,0%,7%,2%,32,.
C=C(C)CSc1nc2nc(C)cc(C)n2n1,26%,10%,1,4%,-16%,4%,-20%,28,-12%
O=C(Cn1c(-c2cccs2)cc2cc(Cl)ccc21)N1CCN(c2ccccc2F)CC1,.,-2%,-3,.,-5%,.,-11%,.,.
Cc1ccc(C(=O)N2CCSC2=S)cc1,-5%,-23%,-7,?,3%,-7%,12%,-19,?
O=C(NCC(F)(F)F)c1cc2c(c(-c3cccc(-c4ccccc4F)c3)n1)[C@@H](CCO)N(C(=O)CC1CC1)C2,21µM*,?,3,.,?,?,?,?,.
CCCCN(CC)C(=O)C1CCCN(c2ncnc3onc(C)c23)C1 (stereo not drawn),.,-9%,9,.,-33%,.,1%,.,.
CC1CC(=O)N(c2ccc(NCCc3ccc(O)cc3)c([N+](=O)[O-])c2)C1=O (stereo not drawn),-16%,1%,-4,?,?,-4%,?,-1,-10%
COc1ccc(Cl)cc1NC(=O)CN(C)C(=O)c1ccc2c(c1)CC(c1ccccc1)OC2=O (stereo not drawn),-3%,.,20,?,.,0%,-18%,-3,17%
Nc1c(Cl)c(Cl)nc(C(=O)N/N=C/c2ccco2)c1Cl,-1%,-3%,-1,-5%,10%,-2%,17%,17,1%
Cc1c(Cl)cccc1NS(=O)(=O)c1ccccc1,?,-20%,-13,27%,18µM*,-6%,19%,-10,1%
CC(C)n1c(=O)c2ccccc2n1Cc1cn(C2CCCC2)nn1,1%,0%,6,.,-13%,?,1%,38,.
CC1CCN(S(=O)(=O)N2CCC(C(=O)NCc3ccc(F)cc3Cl)CC2)CC1,0%,-4%,-3,.,?,-10%,-20%,-24,.
O=[N+]([O-])c1ccc(NS(=O)(=O)c2cccc3cccnc23)cc1,-2%,-2%,-9,4%,-5%,-3%,-23%,-3,8%
Cc1cc(C)c2cc(C#N)c(NCCCNC(=O)c3cccnc3)nc2c1,3%,10%,8,.,-5%,6%,2%,?,.
O=C(COc1ccccc1)NCCc1cn2ccsc2n1,7%,-2%,-4,11%,-13%,-4%,-9%,6,-5%
CCCS(=O)(=O)NC(=O)C1(C)CCCN(C(=O)c2ccccc2OC(F)(F)F)C1 (stereo not drawn),0%,0%,-3,.,6%,20%,0%,34,.
Cc1cccc(C(=O)NCCc2nnc(SCC(=O)Nc3cccc(C(=O)O)c3)n2C)c1,20%,1%,3,0%,8%,5%,21%,i,?
